ERAP1 HTS inh = inhibitors of human ERAP1 aminopeptidase | Q9NZ08 | inhibition, % at 10.7 µM | recombinant ERAP1, Leu-AMC fluorescence, 60 min | 0.15% of 340,000 active;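 active = mean replicate inhibition of at least 30%, or all replicates individually reaching that 30% level; inactive = mean below 30% and not every replicate reaching it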;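 also: 0% = neutral control wells and 100% = L-leucinethiol positive control wells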
E-sel inducer = E-selectin induction on HUVECs | AID 686992 | 0.37% of 260,000 active | activation, % at 7.58 µM | HUVEC E-selectin immunofluorescence imaging; normalized: neutral wells 0, TNF-alpha wells 100 | P16581;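 active = mean E-selectin-positive cell signal at least 10% of the positive control, reached in at least 60% of replicates, without over 20% cell loss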;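 also: in these data hits start at about 27%; measured in HUVEC primary endothelial cells; signal is the percent of cells scored E-selectin positive by PE staining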
Target sequence (P16581 whole entry, looked up): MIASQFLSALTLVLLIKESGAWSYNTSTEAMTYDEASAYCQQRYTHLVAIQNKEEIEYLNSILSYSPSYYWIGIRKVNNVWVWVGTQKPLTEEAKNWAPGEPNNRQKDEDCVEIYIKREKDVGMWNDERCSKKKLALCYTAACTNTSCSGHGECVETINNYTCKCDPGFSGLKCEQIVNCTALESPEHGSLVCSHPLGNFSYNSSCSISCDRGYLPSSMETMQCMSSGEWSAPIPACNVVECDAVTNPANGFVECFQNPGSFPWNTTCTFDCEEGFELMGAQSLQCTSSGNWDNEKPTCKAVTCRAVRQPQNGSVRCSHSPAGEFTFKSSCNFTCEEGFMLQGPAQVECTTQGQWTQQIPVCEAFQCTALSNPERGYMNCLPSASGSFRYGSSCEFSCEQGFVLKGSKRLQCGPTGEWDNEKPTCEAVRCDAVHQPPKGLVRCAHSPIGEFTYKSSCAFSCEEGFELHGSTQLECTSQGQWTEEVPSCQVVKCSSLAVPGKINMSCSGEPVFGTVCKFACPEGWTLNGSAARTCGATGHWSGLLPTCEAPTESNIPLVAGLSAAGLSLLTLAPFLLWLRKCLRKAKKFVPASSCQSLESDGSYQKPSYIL
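Material: HUVEC primary endothelial cells; Amount: 3,000 cells per well; Dosing: single concentration; Medium: EGM-2 growth medium on 0.1% gelatin-coated wells; Read-out basis: percent E-selectin-positive cells; Signal: immunofluorescence imaging; Control set: TNF-alpha, DMSO.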
miR122 inh = blocks miR-122 activity in Huh7 sensor cells. Huh7 miR-122 Renilla luciferase sensor, 48 h; neutral wells = 0, positive control = 100. activation (reporter increase), % at 12.5 µM. 0.3% of 340,000 active. AID 602342;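 active = mean replicate activation score at least 90 and every replicate individually at or above 90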;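 also: higher luciferase means less miR-122 activity so hits act as miR-122 inhibitors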
RAD54 inh = RAD54 (human) branch migration inhibition. RAD54 Holliday junction branch migration, FAM/BHQ fluorescence. inhibition, % at 10.4 µM. 0.14% of 360,000 active;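 active = mean normalized replicate activity at least 40 and at least half of replicates scoring 40 or more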;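 also: 0% = median of neutral control wells and 100% = median of positive control wells; inhibitors cause a drop in the FAM fluorescence signal; in these data hits start at about 50%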
PGC1a acetyl inh = lowers PGC1a acetylation signal in U2OS cells. AlphaScreen anti-acetyl-lysine; with virally co-expressed GCN5 acetyltransferase. inhibition, % at 15.6 µM. 0.17% of 350,000 active;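 active = every replicate shows inhibition of at least 40%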;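 also: 0% = neutral control wells and 100% = positive control wells; some results beyond the cut were filed as inactive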
Cneo AK release = Cryptococcus neoformans lysis via adenylate kinase release | C. neoformans lysis, adenylate kinase release luminescence, 4 h; normalised: neutral wells 0, clomiphene wells 100 | lysis activity, % at 15 µM | 0.2% of 360,000 active | AID 651654;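 active = mean lysis activity across replicates of at least 80%, whatever share of replicates individually reach that level; inactive = mean lysis activity below 80%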
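Assay system: Cryptococcus neoformans yeast cells / Dosing: single-point compound dose / Timing: 4 h at 37 °C static, read 1 h later / Measured by: luminescence of released adenylate kinase using an AK detection reagent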
RAD52 anneal inh = RAD52 (human) annealing inhibition | P43351 | recombinant RAD52 DNA annealing, FRET fluorescence | inhibition, % at 18.7 µM | 0.46% of 360,000 active | AID 651710;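 active = every replicate showing at least 50% inhibition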
Target sequence (P43351 whole entry, looked up): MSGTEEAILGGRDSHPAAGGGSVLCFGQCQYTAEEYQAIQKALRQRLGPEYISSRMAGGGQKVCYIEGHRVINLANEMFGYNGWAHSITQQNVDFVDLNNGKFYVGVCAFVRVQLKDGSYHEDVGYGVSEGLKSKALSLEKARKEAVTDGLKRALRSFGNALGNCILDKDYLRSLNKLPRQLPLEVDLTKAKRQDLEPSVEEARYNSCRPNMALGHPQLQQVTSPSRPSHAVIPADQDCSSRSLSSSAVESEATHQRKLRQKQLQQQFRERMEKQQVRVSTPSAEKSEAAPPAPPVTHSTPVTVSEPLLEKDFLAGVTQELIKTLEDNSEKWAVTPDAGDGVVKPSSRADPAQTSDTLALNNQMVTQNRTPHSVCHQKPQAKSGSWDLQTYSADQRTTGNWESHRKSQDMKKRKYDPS
PglD DTNB = blocks C. jejuni PglD acetyltransferase activity | purified PglD enzyme, DTNB colorimetric CoA detection | inhibition, % at 12.5 µM | 0.098% of 360,000 active | AID 602405; in the data active = inhibition above about 16%, passing the limit was not always enough; also: strong numbers were not always called active
* marks the source's active call; other numbers are inactive results; nt = not tested or not shown; [ ] = dose if it differs, or a comment.

SMILES | ERAP1 HTS inh | E-sel inducer | miR122 inh | RAD54 inh | PGC1a acetyl inh | Cneo AK release | RAD52 anneal inh | PglD DTNB
CC(=O)c1cn(CC(=O)Nc2ccc(C)c(C)c2)c2ccccc12 | -1 | -0.1 | 1 | 0 | 7 | 4 | -9 | 4
COc1cc(OC)c(OC)cc1CNC(=O)c1ccc(S(=O)(=O)N2CCCCC2)cc1 | 2 | -0.5 | -5 | 7 | -4 | -1 | -4 | -2
CCN(Cc1cc2cc(OC)ccc2[nH]c1=O)C(=O)Cc1ccc(OC)cc1 | nt | nt | -2 | 10 | 6 | -1 | nt | 1
CCC(C(=O)Nc1ccc(C)cc1)c1ccccc1 (stereo not given) | -1 | 0.1 | -1 | -11 | -13 | -2 | -10 | nt
Cc1cccc(NC(=O)C2CC3CCC2C3)c1C (stereo not given) | -1 | -0.2 | 2 | 5 | nt | 2 | -1 | 0
CC1=C(C(=O)N2CCCCCC2)CC(CC(=O)NCCc2ccccn2)C(=O)N1Cc1ccccc1 (stereo not given) | 0 | -0.1 | -2 | 3 | -3 | 0 | 2 | -8
CC(C)CC#Cc1cnc2c(c1)C(=O)N([C@H](C)CO)C[C@@H](C)[C@@H](CN(C)C(=O)c1ccccc1F)O2 | 0 | 0.0 | 10[16.7 µM] | -6 | -12 | -3 | 0 | 0
C[C@H]1CN([C@@H](C)CO)C(=O)Cc2cc(NC(=O)C3CCCCC3)ccc2O[C@H]1CN(C)S(=O)(=O)c1ccc(Cl)cc1 | 2 | -0.3 | -3[16.7 µM] | 2 | -8 | -1 | 7 | 3
CCCN(C(=O)c1cccc(S(=O)(=O)N2CCN(C)CC2)c1)c1c(N)n(Cc2ccccc2)c(=O)[nH]c1=O | -5 | -1.2 | nt | 6 | -12 | -3 | -3 | -1
COc1cccc(NC(=O)N(C)C[C@H]2Oc3cc(-c4ccccc4F)ccc3S(=O)(=O)N([C@H](C)CO)C[C@H]2C)c1 | 6 | nt | 0[16.7 µM] | -2 | 11 | 54 | 18 | 2
C[C@H]1CN([C@@H](C)CO)C(=O)Cc2cc(NC(=O)CCN3CCOCC3)ccc2O[C@@H]1CN(C)S(=O)(=O)c1cccs1 | -2 | -8.9 | 45[16.7 µM] | -6 | -4 | 0 | 2 | -1
CN(C(=O)COC(=O)c1ccc([N+](=O)[O-])cc1Cl)C1CCCCC1 | 1 | 0.6 | -9 | -14 | nt | -1 | -13 | -7
COc1cccc(-c2ccc3c(c2)O[C@@H](CN(C)Cc2cncnc2)[C@H](C)CN([C@@H](C)CO)S3(=O)=O)c1 | 0 | 0.0 | -6[16.7 µM] | -7 | 5 | 1 | -2 | 2
CCOc1ccccc1N(CC(=O)Nc1ccccc1C(=O)NCc1ccco1)S(C)(=O)=O | nt | nt | 1 | 6 | -5 | -1 | nt | 4
CCOCCCN(C(=O)Cn1nnc(-c2ccc(OC)c(OC)c2)n1)C(CC)C(=O)NC1CCCC1 (stereo not given) | 9 | 0.0 | nt | nt | 7 | nt | -13 | nt
Cc1ccc(OC(C)C(=O)OCC(=O)Nc2sccc2C(N)=O)cc1 (stereo not given) | 4 | nt | nt | 7 | nt | 0 | 3 | 3
CN(C)C(=O)c1cccc(-c2ccc3c(c2)[C@@H]2[C@@H](CCN2C(=O)c2cccnc2)[C@@H](CO)N3)c1 | nt | 0.1 | -1[16.7 µM] | -15 | -2 | -1 | nt | -2
CCOc1ccc(CCNC(=O)C(O)c2ccccc2)cc1 (stereo not given) | nt | nt | 26 | 4 | 4 | -1 | nt | 1
COC(=O)c1cc(NS(=O)(=O)c2ccc3c(c2)c(=O)n(C)c(=O)n3C)cc(C(=O)OC)c1 | -3 | 2.9 | -3 | 5 | 1 | -2 | -14 | -2
CCN(C(=O)COC(=O)c1ccccc1Nc1ccccc1)c1c(N)n(Cc2ccccc2)c(=O)[nH]c1=O | 0 | -0.1 | -10 | -5 | nt | 1 | -4 | -6
c1coc(CN(Cc2ccco2)c2ncnc3c2oc2ccccc23)c1 | nt | nt | 32 | -3 | 2 | -3 | nt | -2
CCCCCC1NC(=O)NC1CCCCCC(=O)O (stereo not given) | nt | nt | 0 | -23 | 3 | 2 | nt | 3
COc1ccccc1N1CCN(C(=O)c2n[nH]c3ccccc23)CC1 | -3 | 0.2 | -4 | -1 | -5 | 2 | -1 | 1
CS/C(=N\S(=O)(=O)c1ccc(Cl)cc1)c1ccccc1 | -3 | nt | -9 | -9 | 6 | -3 | -14 | -5
O=C(CCc1ccccc1)NC1CCSC1=O (stereo not given) | nt | nt | 0 | 5 | nt | -1 | nt | 2
Cn1cnnc1SCC(=O)NC1CCCCCC1 | -1 | nt | -1 | 12 | 3 | -1 | -6 | -4
COc1cccc(OC)c1OCC(O)CN1CCN(c2ccccc2F)CC1 (stereo not given) | 1 | nt | 1 | -9 | 3 | 1 | -2 | 7
CCN(CC)S(=O)(=O)c1ccc(Cl)c(OC)c1 | -2 | nt | -3 | -8 | -8 | 1 | -10 | 4
CC(=O)c1ccc(OCC(=O)NC2CCCCCC2)cc1 | 1 | nt | nt | -9 | nt | -2 | 0 | 7
O=C1c2cccc3c([N+](=O)[O-])ccc(c23)C(=O)N1CC1CCCO1 (stereo not given) | 1 | nt | 2 | nt | 3 | nt | -29 | nt

Four entries already listed, arranged by heavy-atom count, ascending:
SMILES | ERAP1 HTS inh | E-sel inducer | miR122 inh | RAD54 inh | PGC1a acetyl inh | Cneo AK release | RAD52 anneal inh | PglD DTNB
Cn1cnnc1SCC(=O)NC1CCCCCC1 | -1 | nt | -1 | 12 | 3 | -1 | -6 | -4
COc1ccccc1N1CCN(C(=O)c2n[nH]c3ccccc23)CC1 | -3 | 0.2 | -4 | -1 | -5 | 2 | -1 | 1
c1coc(CN(Cc2ccco2)c2ncnc3c2oc2ccccc23)c1 | nt | nt | 32 | -3 | 2 | -3 | nt | -2
COC(=O)c1cc(NS(=O)(=O)c2ccc3c(c2)c(=O)n(C)c(=O)n3C)cc(C(=O)OC)c1 | -3 | 2.9 | -3 | 5 | 1 | -2 | -14 | -2

(further entries)
SMILES | ERAP1 HTS inh | E-sel inducer | miR122 inh | RAD54 inh | PGC1a acetyl inh | Cneo AK release | RAD52 anneal inh | PglD DTNB
Cc1cc(C(=O)Nc2cccc3c2O[C@H](CN(C)CC2CC2)[C@H](C)CN([C@H](C)CO)C3=O)n(C)n1 | 1 | -0.2 | 2[16.7 µM] | 6 | 7 | 2 | -8 | -3
CC(C)(C)c1cc(Cl)ccc1OCCOCCN1CCCC1 | 3 | 1.1 | 7 | 2 | 0 | 14 | 25 | -1
Cc1oc(-c2ccc3c(c2)OCCO3)cc1C(=O)O | nt | nt | -6 | -12 | 23 | -2 | nt | 2
CCOc1ccc(Oc2ccc(Cl)cc2NC(=O)C2=COCCO2)cc1 | -2 | -0.2 | -2 | 5 | nt | -1 | -18 | -1
N#CN=C1SCCS1 | nt | nt | -2 | -7 | 0 | -1 | nt | -1
CCOC(=O)C1=CCN(S(=O)(=O)c2ccc(Br)cc2)C1c1ccccc1 (stereo not given) | -6 | -0.3 | -2 | -7 | -29 | 9 | -8 | 0
CC1C=CCC2C(=O)N(c3cccc(C(=O)NCCc4ccccc4)c3)C(=O)C12 (stereo not given) | -6 | 0.3 | 1 | -2 | -4 | 0 | -19 | 4
Cc1ccc(C(=O)C(C)OC(=O)Cn2c(C)csc2=O)cc1 (stereo not given) | 2 | -0.4 | nt | 6 | nt | 0 | -9 | -10
Cc1cc(/C=C2/C(=N)N3C(c4ccccc4)=CSC3=NC2=O)c(C)n1-c1ccc(Cl)cc1 | nt | -0.6 | 5 | -3 | -3 | 2 | -5 | 0
Clc1cc2cccnc2c2ccccc12 | nt | nt | -1 | 1 | -1 | -1 | nt | 0
CC12CCC(=O)N1c1ccccc1C(=O)N2c1ccccc1 (stereo not given) | nt | nt | -5 | 2 | -1 | 0 | nt | 3
Cc1cccc(S(=O)(=O)N2C[C@H](O)COC[C@H]3O[C@@H](CC(=O)NCc4ccc5c(c4)OCO5)CC[C@@H]32)c1 | 2 | 0.0 | -2[16.7 µM] | 2 | 8 | 2 | 1 | -1
CN(C)CC(=O)N1[C@H](C#N)[C@H](c2ccc(C#CC3CCCCC3)cc2)[C@H]1CO | 2 | nt | nt | -13 | -45 | -1 | 8 | 0
COc1cc2c(cc1OC)C1c3ccc(OC)c(OC)c3OCC1(O)C2 (stereo not given) | -4 | -1.1 | 0 | nt | nt | nt | 3 | nt
O=C(Nc1ccc(Cl)c(Cl)c1)N[C@@H]1CC[C@@H](CCNC(=O)c2ccc(F)cc2)O[C@@H]1CO | -1 | 0.1 | 5[16.7 µM] | 4 | -14 | 8 | -5 | 6
COCCSc1ccccc1C(=O)N1CCc2ccccc2C1 | 1 | nt | -2 | -4 | nt | 1 | -2 | 5
O=C(Cc1cccnc1)N1[C@H](CO)[C@@H]2c3ccccc3NC[C@@H]21 | -4 | -0.1 | 5[16.7 µM] | -4 | 7 | -1 | 11 | 4
Cc1cc2cc(C=C(C#N)C#N)c(Cl)nc2cc1C | -3 | 0.0 | -1 | -6 | -4 | -2 | -61 | 1
Cc1ccccc1NC(=O)Cc1nc(COC(=O)C(NC(=O)c2ccccc2C)C(C)C)cs1 (stereo not given) | 0 | nt | -8 | 3 | -14 | -1 | -41 | -6
CCOc1ccc(CCNC(=O)CSc2nn(-c3ccc(C)c(Cl)c3)c(=S)s2)cc1OCC | 1 | nt | -1 | 5 | 0 | 3 | -12 | 6
CCOc1ccc(CNC(=O)C2Cc3cc(S(=O)(=O)N4CCCC4)ccc3N2C(C)=O)cc1 (stereo not given) | 1 | nt | -2 | 1 | -3 | 0 | -7 | 4
COc1ccc(/C(C)=N/N=C(N)N)c(OC)c1 | 2 | 0.4 | 3 | -2 | 11 | 1 | -7 | -4
CC(C)c1nc(N2CCN(C(=O)c3ccco3)CC2)c2c3c(sc2n1)CCCC3 | nt | nt | -9 | 5 | -5 | -4 | nt | 3
CCCCNC(NCCCC)=C(S(=O)(=O)CC)S(=O)(=O)CC | nt | nt | 3 | -10 | nt | -1 | nt | 2
O=C(CCOc1cccc(Br)c1)NNC(=O)COc1ccc(F)cc1 | -8 | 0.3 | 1 | 10 | -10 | 1 | -4 | 2
CNS(=O)(=O)c1cccc(C(=O)OCc2csc(-c3ccccc3)n2)c1 | nt | nt | -5 | 0 | 3 | -1 | nt | -6
COc1ccc(CCNC(=O)C2CCN(S(=O)(=O)c3ccc(-n4cnnn4)cc3)CC2)cc1OC | nt | nt | -6 | 3 | -3 | 0 | nt | -1
CCOc1ccccc1N1CN(Cc2ccccc2)CNC1=S | -2 | nt | -4 | 1 | 4 | 3 | -4 | 4
CCOC(=O)Cn1nc(-c2ccc(Cl)cc2)cc1N | nt | nt | 0 | -7 | nt | 4 | nt | 2
Cc1[nH]c2ccccc2c1C(=O)C(=O)NCc1nnnn1-c1ccc(F)c(F)c1 | -1 | -0.2 | 1 | 3 | -5 | 1 | -9 | -3
OCCC1CN(Cc2cccnc2)CCN1CCc1ccccc1 (stereo not given) | -3 | 2.9 | 1 | 4 | nt | 4 | -6 | -3
CCN(C(=O)COC(=O)C1CCN(S(=O)(=O)c2cccs2)CC1)c1ccccc1 | 1 | nt | -1 | nt | -5 | nt | -2 | nt
COc1ccc(NC(=O)C2(C)CCN2Cc2ccc(C(C)C)cc2)cc1OC (stereo not given) | 7 | -0.2 | 9 | 2 | -12 | -1 | 11 | 0

Copied from the list:
PglD DTNB with O=C(Cc1cccnc1)N1[C@H](CO)[C@@H]2c3ccccc3NC[C@@H]21 stands at 4
RAD52 anneal inh with COc1ccc(NC(=O)C2(C)CCN2Cc2ccc(C(C)C)cc2)cc1OC (stereo not given) stands at 11
PGC1a acetyl inh with CCN(C(=O)COC(=O)C1CCN(S(=O)(=O)c2cccs2)CC1)c1ccccc1 stands at -5

Screens from PubChem.

Compounds as they come; overall some 1.4% were active at least once.
